ELG1 DNA repair – inhibitors of ELG1-dependent DNA repair in HEK293T cells | AID 504467 | HEK293T ELG1-luciferase reporter, luminescence, 16 h; DNA damage induced by 5-fluorouridine | Potency, µM (doses to about 46.1 µM), for the others: top-dose activity change, negative = inhibition, usual class: inhibitors | 330,000 compounds, 2.3% hits; further: potency means the concentration at half of the fitted maximal effect; on the % scale 0 is the no-effect control and ±100 the full control effect; nearly all actives have a fitted effect of over 55% in size
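DMSO vehicle served as the neutral condition. Each well held 2,000 cells given 5-fluorouridine plus compound; after 16 hr at 37 °C/5% CO2, ONE-Glo was added and luciferase measured 30 min later.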
BRCA1 expr act – increases BRCA1 expression | MCF7-BRCA1-FFLuc reporter, luminescence, 48 h; response scale: scaled: vehicle 0%, 10 µM genistein 100% | 380,000 compounds, 1.1% hits | Potency, µM (series often up to 46.1 µM), for the others: at the top dose activation, most hits filed as activators | AID 624202; further: potency means the concentration at half of the fitted maximal effect; nearly all actives have a fitted effect of over 80% in size; some results filed as inactive show a strong effect at the top dose
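48 h compound treatment of MCF7-BRCA1-FFLuc cells (phenol-red free MEM, 37 °C), then 15 min with luciferase substrate and luminescence imaging.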
TSG101-PTAP inh – blocks PTAP/TSG101 interaction to inhibit HIV-1 budding. 340,000 tested, under 10 active. Potency, µM (series often up to 115 µM), without a hit: at the top dose activity change, negative = inhibition, usual class: inhibitors. AID 493005. Q99816. Fluorescence polarization, FITC-PTAP peptide / Tsg101 binding; active means well fitted inhibition curve with a large enough effect in the main read-out, with a control signal flat, not every such curve was filed as active; inconclusive means small, poorly fitted or top-dose-only effect, or effect the other way, or a change in a side signal; inactive means no such curve, though single readings can be large or run the other way; further: potency means the concentration at half of the fitted maximal effect; % of control where 0% means no effect
Target sequence (Q99816 whole entry, looked up): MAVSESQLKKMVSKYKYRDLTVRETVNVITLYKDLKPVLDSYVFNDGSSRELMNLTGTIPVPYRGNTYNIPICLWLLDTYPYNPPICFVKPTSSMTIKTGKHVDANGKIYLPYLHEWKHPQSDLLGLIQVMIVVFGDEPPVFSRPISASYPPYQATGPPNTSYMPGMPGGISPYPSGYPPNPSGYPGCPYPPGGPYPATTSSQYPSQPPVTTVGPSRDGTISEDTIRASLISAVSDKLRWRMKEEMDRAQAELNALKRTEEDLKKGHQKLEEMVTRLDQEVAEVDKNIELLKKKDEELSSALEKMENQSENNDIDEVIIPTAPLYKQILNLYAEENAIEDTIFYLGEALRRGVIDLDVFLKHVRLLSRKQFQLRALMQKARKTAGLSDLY
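Fluorescence anisotropy tracks displacement of a FITC-tagged PTAP peptide (50 nM) from the Tsg101 binding domain (10 uM), following a 20 min room-temperature incubation at pH 7.5.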
Integrin act MD – integrin-mediated muscular dystrophy alleviation activation; 350,000 compounds, 0.064% hits; alpha7betagal myoblasts, beta-gal FDG fluorescence, 48 h; Potency, µM (doses to about 38.3 µM), for inactives: at the top dose activation, usual class: activators;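 further: potency means the concentration at half of the fitted maximal effect; 100% = response of the positive control SU9516; nearly all actives have a fitted effect of over 60% in size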
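Alpha7betagal+/- myoblasts (passage 13) were plated 16-24 hr, then exposed to compounds (1:260 dilution of DMSO stock) for 48 hours at 37C. After MPER lysis, β-galactosidase reporter activity was read as FDG fluorescence (ex 480/em 540) after 30 minutes.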
B2AR arrestin – recruits beta-arrestin to the human beta2-adrenergic receptor. P07550. beta-arrestin recruitment to beta2AR, cell-based reporter. Potency, µM (series often up to 46.1 µM), for inactives: top-dose activation, hits mostly activators. 330,000 compounds, 0.02% hits. AID 492947;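 further: potency means the concentration at half of the fitted maximal effect; 0% = DMSO controls and full agonism = EC100 isoproterenol or metaproterenol; nearly all actives have a fitted effect of over 65% in size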
Target sequence (P07550 whole entry, looked up): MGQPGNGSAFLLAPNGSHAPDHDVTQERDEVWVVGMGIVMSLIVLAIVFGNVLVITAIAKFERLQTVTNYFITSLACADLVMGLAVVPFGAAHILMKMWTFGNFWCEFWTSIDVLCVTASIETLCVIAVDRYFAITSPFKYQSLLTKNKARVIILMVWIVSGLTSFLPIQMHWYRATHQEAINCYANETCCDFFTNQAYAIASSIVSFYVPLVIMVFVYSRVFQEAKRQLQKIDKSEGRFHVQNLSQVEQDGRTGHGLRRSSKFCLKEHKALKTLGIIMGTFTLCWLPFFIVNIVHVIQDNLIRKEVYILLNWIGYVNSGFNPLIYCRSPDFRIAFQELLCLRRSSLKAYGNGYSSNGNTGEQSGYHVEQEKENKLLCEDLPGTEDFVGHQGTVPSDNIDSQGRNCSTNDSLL
TRPV1 agonist – activates the human vanilloid receptor TRPV1; Q8NER1; TRPV1-expressing cells, Fluo-8 calcium influx, agonist mode; activation, % at 8.33 µM; 320,000 compounds, 0.19% hits; AID 540275; in the data active means activation above about 80%; inconclusive means between about 30% and that limit; further: 0% is about no effect
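TRPV1-expressing cells were cultured overnight at 35.5C and loaded with Fluo-8 calcium dye for 40 to 90 min at room temperature. After a 10 s baseline, compound was added and calcium influx was read kinetically for 3 min (ex 480/em 520 nm).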
p53 reactivation – mutant p53 re-activation in reporter cells; H1299 p53-A138V BP100-luciferase reporter, luminescence, 24 h; 320,000 compounds, 0.063% hits; Potency, µM (highest dose often 92.2 µM), without a hit: at the highest dose activity change, positive = activation, actives largely listed as activators; AID 504706; further: potency means the concentration at half of the fitted maximal effect; % of control where 0% means no effect; nearly all actives have a fitted effect of over 45% in size
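p53-null H1299 cells stably carrying temperature-sensitive p53-A138V and a BP100-luciferase reporter were pinned with compounds (4-point, 1:5 series) and held 24 hrs at 37 deg C. Luminescence was read 10 min after detection reagent.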
TCR act – activators of T cell receptors; Potency, µM (top dose mostly 9.22 µM), for inactives: at the highest dose activation of IL-2 secretion, actives largely listed as activators; primary human leukocytes, anti-CD3, IL-2 HTRF, 48 h; AID 504894; 330,000 tested, under 10 active; further: % of control where 0% means no effect
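IL-2 release read by HTRF sandwich (Eu cryptate donor, d2 acceptor, 665 nm emission) after 48 hr exposure of primary human leukocytes to compound together with anti-CD3 beads in the absence of co-stimulatory signals.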
MLL CXXC-DNA inh – inhibitors of human MLL CXXC domain-DNA interaction; AID 2662; 290,000 compounds, 0.037% hits; MLL-CXXC / FITC-HOXA9 DNA fluorescence polarization; Potency, µM (series often up to 115 µM), for the others: at the highest dose activity change, negative = inhibition, most hits filed as inhibitors; Q03164; active means well fitted inhibition curve with a large enough effect in the polarisation, with a control signal flat, not every such curve was filed as active; inconclusive means small, poorly fitted or top-dose-only effect, or effect the other way, or a change in a side signal; inactive means no such curve, though single readings can be large or run the other way; the % refers to the polarisation; further: potency means the concentration at half of the fitted maximal effect
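Steps: dispense CXXC domain solution (7 uM) → pin compounds or unlabeled HOX-A9 DNA control → 5 min ambient → add FLSN-HOX-A9 solution (50 nM) → spin → 30 min ambient → fluorescence polarization. Tris pH 7.5/NaCl/DTT/BSA buffer.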
A-T KAP1 phos – candidate therapy for ataxia-telangiectasia. […] A-T fibroblasts, KAP-1 phosphorylation AlphaLISA; neocarzinostatin DNA damage 30 min before lysis. Potency, µM (series often up to 57.5 µM), without a hit: at the highest dose activation, most hits filed as activators. 320,000 compounds, 0.19% hits. AID 485349; further: potency means the concentration at half of the fitted maximal effect; % of control where 0% means no effect; nearly all actives have a fitted effect of over 45% in size
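ATM-like activity read as KAP-1 phosphorylation via AlphaLISA donor/acceptor antibody pairs after lysis and 6 hr at 25C. Cells were ATM-null patient fibroblasts ([…], hTERT), dosed 60 min, then exposed to the DSB inducer NCS for 30 min.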
* hit, by the source's call; & = joins results of further samples; [ ] = another dose, or the depositor's remark. Unless noted, the call rests on the fitted dose curve; in most records, active means well fitted curve in the direction sought with a large enough effect; inconclusive means small, poorly fitted or top-dose-only effect, or another doubt; inactive means no such curve, though single readings can be large; an effect the other way counts as inactive or inconclusive.

Screening CN(c1ccccc1)S(=O)(=O)c1cccc(NC(=O)CSc2ncn[nH]2)c1 returned ELG1 DNA repair inconclusive, BRCA1 expr act -51%, TSG101-PTAP inh 0%, Integrin act MD -41%, B2AR arrestin -1.9%, TRPV1 agonist 2, p53 reactivation 2%, TCR act -9%[46.1 µM], MLL CXXC-DNA inh 0% and A-T KAP1 phos 2%.
For COC(=O)CCNc1n[nH]c(=O)[nH]c1=O the results were ELG1 DNA repair -9%, BRCA1 expr act 16%, TSG101-PTAP inh -6%, Integrin act MD 32%, B2AR arrestin 0.1%, TRPV1 agonist 3, p53 reactivation -2%, TCR act 4%, MLL CXXC-DNA inh 3% and A-T KAP1 phos 3%.
O=C(N/C(=C\c1ccc(Cl)cc1)C(=O)N1CCOCC1)c1ccc([N+](=O)[O-])cc1 was read as ELG1 DNA repair inconclusive, BRCA1 expr act -18%, TSG101-PTAP inh -1%, Integrin act MD 10%, B2AR arrestin -0.3%, TRPV1 agonist -7, p53 reactivation 18%, TCR act -1%, MLL CXXC-DNA inh -5% and A-T KAP1 phos 3%.
Cc1ccc(N2C(=O)C3ON(c4ccccc4)C(c4ccncc4)C3C2=O)cc1 (configuration not stated) was read as ELG1 DNA repair 1%, BRCA1 expr act 13%, TSG101-PTAP inh -1%, Integrin act MD 10%, B2AR arrestin 0.0%, TRPV1 agonist 8, p53 reactivation 1%, TCR act -5% and MLL CXXC-DNA inh -10%.
O=C(NCCNS(=O)(=O)c1ccccc1)c1ccc([N+](=O)[O-])cc1 was read as ELG1 DNA repair -18%, BRCA1 expr act 0%, TSG101-PTAP inh -9%, Integrin act MD 36%, B2AR arrestin -0.1%, TRPV1 agonist 1, TCR act 8%, MLL CXXC-DNA inh -4% and A-T KAP1 phos -8%.
CNC(=O)NC(=O)C(C)OC(=O)c1ccc(Cl)c(S(=O)(=O)Nc2ccc(F)cc2)c1 (configuration not stated) was read as ELG1 DNA repair -2%, BRCA1 expr act 0%, TSG101-PTAP inh -8%, Integrin act MD -14%, B2AR arrestin 0.2%, TRPV1 agonist -3, p53 reactivation -3%, TCR act 0%, MLL CXXC-DNA inh -13% and A-T KAP1 phos 7%.
Screening OCC[C@H]1C[C@@H](O)[C@H](O)[C@]2(Cc3ccccc3CCO2)O1 returned ELG1 DNA repair 4%, BRCA1 expr act -9%, TSG101-PTAP inh 0%, Integrin act MD -44%, B2AR arrestin -0.2%, TRPV1 agonist -2, p53 reactivation 1%, TCR act 4% and A-T KAP1 phos 9%.
`CCN1C(=O)c2cccc3c(S(=O)(=O)NCc4ccccc4)ccc1c23` gave ELG1 DNA repair inconclusive, BRCA1 expr act -33%, TSG101-PTAP inh -9%, Integrin act MD -21%, B2AR arrestin 4.4%, TRPV1 agonist 2, p53 reactivation -4%, TCR act 1% and A-T KAP1 phos 23%.
CCN(CC)Cc1c(C(=O)OC(C)C)nnn1-c1nonc1N was read as ELG1 DNA repair -5%, BRCA1 expr act -13%, TSG101-PTAP inh 2%, Integrin act MD 0%, B2AR arrestin 0.2%, TRPV1 agonist 0, p53 reactivation 6%, TCR act 2%, MLL CXXC-DNA inh 3% and A-T KAP1 phos -11%.
Nc1c(C(=O)NCc2ccccc2)nnn1Cc1cccc(Cl)c1 was read as ELG1 DNA repair inconclusive, BRCA1 expr act -39%, TSG101-PTAP inh -1%, Integrin act MD -14%, B2AR arrestin -0.3%, TRPV1 agonist 21, p53 reactivation -4%, TCR act 3%, MLL CXXC-DNA inh -13% and A-T KAP1 phos 1%.
For COc1ccc(Cn2c(-c3ccccc3C)nc3c(c(=O)c4ccccc4n3C)c2=O)cc1 the results were BRCA1 expr act -6%, TSG101-PTAP inh 0%, Integrin act MD -1% and TCR act -4%.
Screening CN[C@H](C)C(=O)NC[C@H]1O[C@@H](n2cnc3c(N)ncnc32)[C@H](O)[C@@H]1O returned ELG1 DNA repair 25%, BRCA1 expr act 4%, TSG101-PTAP inh -11%, Integrin act MD 2%, B2AR arrestin -0.4%, p53 reactivation 4%, TCR act 2%[46.1 µM] and A-T KAP1 phos 2%.
CCn1c(SCC(=O)Nc2ccc3c(c2)OCO3)nc2c1c(=O)n(C)c(=O)n2C was read as ELG1 DNA repair -4%, BRCA1 expr act -10%, TSG101-PTAP inh -6%, Integrin act MD 11%, B2AR arrestin 4.6%, TRPV1 agonist 0, p53 reactivation 3%, TCR act 0%, MLL CXXC-DNA inh -1% and A-T KAP1 phos 0%.
For CCn1c(SCC(=O)NNC(=O)c2ccc(C)cc2)nnc1-c1ccco1 the results were ELG1 DNA repair 15%, BRCA1 expr act -2%, TSG101-PTAP inh -2%, Integrin act MD 12%, B2AR arrestin -0.5%, TRPV1 agonist 4, p53 reactivation -2%, TCR act 5%, MLL CXXC-DNA inh -1% and A-T KAP1 phos 10%.
Screening C=CCc1cccc(CNc2nc3ccccc3n2CC)c1O returned ELG1 DNA repair inconclusive, BRCA1 expr act -34%, TSG101-PTAP inh 0%, Integrin act MD 3%, B2AR arrestin -0.4%, TRPV1 agonist 19, p53 reactivation 6%, TCR act -7%, MLL CXXC-DNA inh 3% and A-T KAP1 phos 5%.
`CC1CCC(NC(=O)c2ccc(CNc3c(NC4CCCCC4)c(=O)c3=O)cc2)CC1` (configuration not stated) gave ELG1 DNA repair 11%, BRCA1 expr act 10%, TSG101-PTAP inh -5%, Integrin act MD 21%, B2AR arrestin -0.6%, TRPV1 agonist 0, p53 reactivation 2%, TCR act -36%, MLL CXXC-DNA inh -1% and A-T KAP1 phos 25%.
Screening CC(C)(C)C(=O)CN1CCN(S(=O)(=O)c2ccc(F)cc2)CC1 returned ELG1 DNA repair 7%, BRCA1 expr act -16%, TSG101-PTAP inh -5%, Integrin act MD 4%, B2AR arrestin -0.1%, TRPV1 agonist 0, p53 reactivation -5%, TCR act 7%, MLL CXXC-DNA inh -8% and A-T KAP1 phos 2%.
For O=C(CSc1ncnc2sccc12)NC1CCS(=O)(=O)C1 (configuration not stated) the results were ELG1 DNA repair 7%, BRCA1 expr act -6%, TSG101-PTAP inh 1%, Integrin act MD -10%, B2AR arrestin -0.3%, p53 reactivation inconclusive, TCR act -18% and A-T KAP1 phos 23%.
`CCOc1ncccc1C(=O)OCC(=O)c1ccc(OC)c(OC)c1` gave ELG1 DNA repair 4%, BRCA1 expr act 18%, TSG101-PTAP inh -1%, Integrin act MD -3%, B2AR arrestin -0.1%, TRPV1 agonist -5, p53 reactivation 0%, TCR act -5%, MLL CXXC-DNA inh 10% and A-T KAP1 phos 2%.
Screening O=C(c1ccccc1F)N1CCN(C2CCC(c3ccccc3)CC2)CC1 (configuration not stated) returned ELG1 DNA repair inconclusive, BRCA1 expr act -31%, TSG101-PTAP inh -3%, Integrin act MD -39%[inhibitor], B2AR arrestin -0.3%, TRPV1 agonist -1, p53 reactivation -3%, MLL CXXC-DNA inh 4% and A-T KAP1 phos 1%.
Clc1cccc(-c2nn3c(-c4ccncc4)nnc3s2)c1 was read as ELG1 DNA repair 1%, B2AR arrestin -0.4%, TRPV1 agonist -1, p53 reactivation -6%, MLL CXXC-DNA inh 9% and A-T KAP1 phos -1%.
For Cc1cn(-c2cc(C(=O)Nc3ccc(C)c(NC(=O)C(=O)c4c[nH]c5ccccc45)c3)cc(C(F)(F)F)c2)cn1 the results were ELG1 DNA repair inconclusive, BRCA1 expr act -55%&-27%, Integrin act MD 3%&6%, B2AR arrestin -0.2%, TRPV1 agonist -2, p53 reactivation -3%, TCR act -8%, MLL CXXC-DNA inh 10% and A-T KAP1 phos -19%.
For COc1cccc(NC(=O)Nc2cnccn2)c1 the results were ELG1 DNA repair inconclusive, BRCA1 expr act 72%, TSG101-PTAP inh 4%, Integrin act MD -13%, B2AR arrestin -0.9%, TRPV1 agonist -2, p53 reactivation 2%, TCR act -4%, MLL CXXC-DNA inh 1% and A-T KAP1 phos -1%.
Screening O=C(COC(=O)c1ccncc1)Nc1ccccc1 returned ELG1 DNA repair inconclusive, BRCA1 expr act -3%, TSG101-PTAP inh 0%, Integrin act MD 14%, B2AR arrestin 0.5%, TRPV1 agonist 1, p53 reactivation 21%, TCR act 3%, MLL CXXC-DNA inh 5% and A-T KAP1 phos 4%.
`COc1ccc2cnnc(SCC(=O)Nc3ccc(C(C)=O)cc3)c2c1OC` gave ELG1 DNA repair -8%, BRCA1 expr act -14%, TSG101-PTAP inh -4%, Integrin act MD 11%, B2AR arrestin -0.3%, TRPV1 agonist -4, p53 reactivation -4%, TCR act -14%[46.1 µM], MLL CXXC-DNA inh 2% and A-T KAP1 phos -2%.

Screening results (PubChem)
